Screening data deposited in PubChem by NCI.
NCI-60 one-dose screen, 48 h, at 10 µM unless noted. Numbers give growth in % (100 = growth as untreated, 0 = no growth, -100 = all killed).
MDA-MB-435: MDA-MB-435 melanoma; AID 1794794; actives 7.8% (n = 82,000)
MDA-MB-468: MDA-MB-468 breast cancer. actives 8.5% (n = 78,000)
CCRF-CEM: CCRF-CEM leukemia. actives 7% (n = 77,000)
SR: SR leukemia cells; AID 1794780; actives 8.7% (n = 73,000)
MOLT-4: MOLT-4 leukemia cells. actives 6.9% (n = 80,000)
RPMI-8226: RPMI-8226 leukemia cells; actives 7.5% (n = 77,000)
K-562: K-562 leukemia; actives 7.4% (n = 78,000); AID 1794777
MDA-MB-231: MDA-MB-231 breast cancer; AID 1794789; actives 5% (n = 81,000)
Starred values were filed as active, the others as inactive; . = no result given; & = joins results of further samples. How the source made its calls: active means growth percent below 10; inactive means the rest.

SMILES	MDA-MB-435	MDA-MB-468	CCRF-CEM	SR	MOLT-4	RPMI-8226	K-562	MDA-MB-231
C[C@@H](Nc1c(C#N)cnc2ccc(-c3cnc(Cl)c(NS(C)(=O)=O)c3)cc12)c1ccccc1	8.9*	-36.0*	3.0*	-14.1*	-35.6*	-34.9*	15.3	11.5
O=C(O)c1cccc([N+](=O)[O-])c1/C=C/c1cccs1	99.1	.	99.9	96.5	101.7	96.8	106.2	104.5
CC(C)c1nc2ccccc2n1CC(=O)N/N=C/c1ccc(N(C)C)cc1	100.4	91.3	94.2	.	89.9	94.7	84.9	107.7
COc1cc(C2CC(c3cc(OC)c(OC)c(OC)c3)=NN2C(C)=O)ccc1Oc1ccnc2cc(Cl)ccc12 (configuration not stated)	91.5	92.3	88.5	79.4	87.5	71.5	102.4	74.9
Cc1cc(C)c(-c2cc(O)c(C)cc2O)c(C)c1	96.6	65.0	.	.	76.0	76.2	64.5	85.9
O=C(CC12CC3CC(CC(C3)C1)C2)NCCOCCOCCNC(=O)c1cc2c(o1)C(=O)c1ccccc1C2=O	-97.7*	-60.7*	12.6	9.5*	-4.9*	.	1.7*	-9.4*
NC(N)=N/N=C/c1cccc(F)c1	103.9	90.3	86.1	105.4	97.9	96.6	96.3	108.2
COc1ccc([C@H]2[C@H](C(=O)O)c3ccccc3C(=O)N2c2ccc(Oc3ccccc3)cc2)cc1	107.0	99.7	.	104.8	105.2	.	109.1	96.2
O=C(CNc1nc(-c2ccccc2)cs1)Nc1ccc(Cl)cc1	-58.5*	-81.2*	12.3	-18.7*	-26.5*	3.0*	-16.4*	-94.3*
CC(C)N1CCN(S(=O)(=O)c2ccccc2)c2ccccc21	100.7	95.1	111.1	93.5	95.1	99.5	.	120.4
O=C1NC(=O)C(=Cc2cn(CCCn3cc(C=C4C(=O)NC(=O)NC4=O)c4ccccc43)c3ccccc23)C(=O)N1	99.5	101.8	110.2	108.1	132.1	87.0	117.4	101.1
CCN(CC)c1ccc(/C=N\Nc2ccc([N+](=O)[O-])cn2)cc1	118.3	119.3	92.6	87.3	101.2	.	85.1	102.0
CS(=O)(=O)c1ccc(C(=O)N/N=C/c2ccccc2F)cc1	100.8	102.1	96.2	50.8	73.6	98.3	74.3	108.7
OCCN1CCCCCCC1	98.4	101.1	.	109.2	106.1	108.4	104.9	99.5
Cc1ccc(OC(=O)c2ccccc2Cl)cc1	98.1	123.1	93.5	.	104.7	97.1	112.4	96.5
CSc1nn(-c2nc(-c3ccco3)c(C#N)c(=O)[nH]2)c(N)c1C#N	105.4	104.5	105.4	102.4	94.2	107.9	87.8	112.2
C#CCOc1cccc(Nc2c(Cl)c(CCl)nc3ccc(Oc4ccccc4)cc23)c1	15.6	24.7	9.4*	10.4	14.0	24.5	15.0	33.2
O=C(O)c1ccc(-n2cc(CO)c(-c3ccc(F)c(F)c3)n2)cc1	101.1	117.6	103.1	99.2	91.9	107.0	111.6	107.0
S=c1cc(S)c2cc(Br)ccc2[nH]1	95.5	103.7	100.0	94.1	98.7	96.7	94.9	81.5
CCCCCCCC(C)(C)OC(=O)c1ccc([N+](=O)[O-])cc1	98.2	105.3	97.3	89.9	75.2	100.4	93.2	111.3
O=C(/C=C/c1ccco1)c1ccc(Nc2nc(Nc3ccc(F)cc3)nc(Nc3ccc(Cl)cc3)n2)cc1	88.5	.	.	0.3*	-99.1*	23.6	67.4	55.1
O=C1/C(=C/c2ccc(Cl)cc2)SC(=S)N1CCc1ccc(O)cc1	92.9	73.1	23.1	101.7	54.3	90.6	96.9	84.0
Nc1ncnc2nc(N3CCCCC3)[nH]c12	106.0	107.1	108.1	101.5	104.2	.	93.4	97.1
CCCCN(C(=O)CC)c1ccccc1	107.9	106.2	-8.3*	.	.	85.1	.	104.8

Of the compounds above, two have two or more sulfur atoms.
SMILES	MDA-MB-435	MDA-MB-468	CCRF-CEM	SR	MOLT-4	RPMI-8226	K-562	MDA-MB-231
S=c1cc(S)c2cc(Br)ccc2[nH]1	95.5	103.7	100.0	94.1	98.7	96.7	94.9	81.5
O=C1/C(=C/c2ccc(Cl)cc2)SC(=S)N1CCc1ccc(O)cc1	92.9	73.1	23.1	101.7	54.3	90.6	96.9	84.0

(more compounds)
SMILES	MDA-MB-435	MDA-MB-468	CCRF-CEM	SR	MOLT-4	RPMI-8226	K-562	MDA-MB-231
NC(=O)c1ncn(C2OC(COP(=O)(O)O)C(O)C2O)c1N (configuration not stated)	108.8	.	128.4	.	86.8	218.9	115.8	112.4
O=[N+]([O-])c1ccc(OCCCCOc2ccccc2)cc1	98.5	93.2	100.5	.	110.7	96.0	101.7	98.9
C#Cc1nc(C2=C(C)C(O)CC2)cs1 (configuration not stated)	104.7	-91.7*	101.8	78.7	95.1	97.4	113.8	111.5
Cn1cnc2c1c(=O)n(CCC(=O)Nc1ccc(F)cc1)c(=O)n2C	108.1	113.0	99.5	101.8	106.0	101.4	108.0	100.8
CC(=O)Nc1ccn(C2OC(COC(C)=O)C(OC(C)=O)C2OC(C)=O)c(=O)n1 (configuration not stated)	114.4	114.3	82.1	81.8	79.1	.	.	112.5
CN1CC(c2ccc([N+](=O)[O-])cc2)C2(SC(=NC3CCCCC3)N(Nc3ccccc3)C2=O)C12C(=O)Nc1cc(Cl)ccc12 (configuration not stated)	76.1	19.9	66.2	43.5	20.9	41.9	43.4	40.4
Brc1ccc(-c2nc3ccccc3s2)cc1	105.0	93.0	95.5	86.9	88.1	94.4	96.2	82.4
Nc1[nH]nc2c1-c1nc3ccccc3n1C(Nc1ccccc1)N2 (configuration not stated)	102.2	90.5	103.9	80.4	97.3	102.4	110.9	93.2
COc1ccc(S(=O)(=O)NCCCNc2nccc(-n3cnc4ccccc43)n2)cc1	98.7	77.2	91.4	77.6	77.0	78.6	78.8	84.1
COc1cccc(-c2nn(C(C)(C)C)cc2-c2ccnc(NCCNS(=O)(=O)c3ccc(C(F)(F)F)cc3)c2)c1	102.0	100.4	98.5	.	99.2	102.1	97.4	99.3
C=C(C)[C@@H]1CC[C@]2(C(=O)O)CC[C@]3(C)[C@H](CC[C@@H]4[C@@]5(C)C[C@@H](Cc6cn([C@H]7C[C@H](n8cc(C)c(=O)[nH]c8=O)O[C@@H]7CO)nn6)[C@H](O)C(C)(C)[C@@H]5CC[C@]43C)[C@@H]12	97.5	83.8	31.2	70.6	80.1	21.5	63.7	104.1
CC(=O)Nc1ccc(Oc2cccc(Nc3ccc(Cl)c(C(F)(F)F)c3)c2)cn1	86.1	52.5	.	.	.	75.5	.	75.7
CCCCSc1nc(Nc2ccc(C(C)=O)cc2)c(C#N)c(-c2ccc(OC)cc2)n1	75.4	67.5	100.1	70.9	88.0	91.0	69.6	60.6
O=c1onc(-c2cc3ccccc3nc2Cl)n1-c1ccc(F)cc1	99.1	72.8	85.3	80.6	82.2	76.0	85.4	77.2
CCCCN=C(N)N=C(N)N	104.6&102.8	96.3&109.7	95.3&109.4	95.7&99.5	93.7&103.5	96.3&102.9	97.4&112.9	104.3&118.0
Cn1cc(-c2nc(-c3c[nH]c4ccncc34)cs2)c2cc(F)ccc21	-91.0*	-72.8*	-41.6*	-36.8*	-58.3*	-36.5*	-53.6*	-90.7*
COc1ccc(Cl)cc1-n1nnc(-c2nc3ccccc3[nH]2)c1N	88.6	63.2	104.2	71.8	98.5	53.9	94.5	86.1
O=C(C[n+]1ccncc1)c1ccc2ccccc2c1	82.4	71.2	74.5	63.3	41.1	19.0	53.0	111.7
COc1ccc(C(C)c2ccc(OC)cc2)cc1	104.9	98.7	106.9	97.5	101.0	110.6	101.8	110.1
COc1ccc(-c2cccc3c(=O)nc(N4CCOCC4)oc23)cc1	99.0	93.8	97.4	73.9	98.5	100.3	93.0	96.9
N#CC1=C(N)Oc2c(ccc3ccccc23)C1c1cc2ccccc2n2nnnc12 (configuration not stated)	-27.7*	-8.8*	-5.4*	3.9*	10.6	-8.7*	4.1*	32.9
OC1(c2ccc(F)cc2)CCCCC1	101.0	120.1	98.5	.	115.9	100.5	106.7	108.8
O=[N+]([O-])c1ccc2c(c1)Cc1cc(F)ccc1-2	96.9	53.9	81.9	103.3	94.1	89.3	.	112.5
CC[C@H](C)[C@@H]1NC(=O)[C@H](C)NC(=O)[C@@H](Cc2ccc(O)cc2)NC(=O)CSC[C@@H](C(N)=O)NC(=O)[C@H](CC(C)C)NC(=O)[C@H](CC(C)C)NC(=O)[C@H]([C@@H](C)O)NC(=O)[C@H]([C@@H](C)O)NC(=O)[C@H](CCCCN)NC(=O)CNC(=O)[C@H](CCCN=C(N)N)NC(=O)[C@H](Cc2ccc(O)cc2)NC(=O)[C@H](CO)NC1=O	102.7	119.9	121.2	103.6	137.5	113.9	107.8	109.6
CCOC=Nc1c(C(=O)Nc2cccc(Cl)c2)oc2ncccc12	117.0	100.2	.	88.0	83.7	96.7	88.9	91.4
C#C[C@]1(O)CC[C@H]2[C@@H]3CC=C4c5sc(-c6ccc(F)cn6)nc5CC[C@]4(C)[C@H]3CC[C@@]21C	18.1	43.4	8.9*	-2.2*	-7.9*	-26.0*	6.3*	17.1
Oc1nc(Nc2ccccc2C(F)(F)F)sc1C=Nc1ccccc1C(F)(F)F	101.5	93.8	91.6	116.6	103.5	97.7	108.8	95.3
O=[N+]([O-])c1ccc(/C=C2/c3ccccc3-c3ccc([N+](=O)[O-])cc32)cc1	106.3	102.1	97.8	97.6	106.5	104.0	105.0	99.9
N#CCC(=O)NN=C1CCCCC1	99.2	107.9	96.1	102.3	101.3	98.0	100.8	109.4
O=C(Cn1c(=O)[nH]c2ccccc2c1=O)NCc1n[nH]c(=S)n1-c1ccccc1	103.7	92.9	101.0	.	107.5	91.4	100.5	.
Nc1ccccc1-c1ccccc1N	92.5	93.6	97.4	103.0	106.6	98.6	110.0	92.4
N[C@H]1CN(C(=O)c2cc3cc(Cl)c(F)c(F)c3[nH]2)C[C@@H]1O	98.5	99.3	99.1	98.5	101.5	99.9	99.3	97.5
C=C(C)[C@@H]1CC[C@]2(C(=O)O)CC[C@]3(C)[C@H](CC[C@@H]4[C@@]5(C)C[C@@H](Cc6cn(CCOC7OC(CO)C(O)C(O)C7O)nn6)[C@H](O)C(C)(C)[C@@H]5CC[C@]43C)[C@@H]12 (some centres not stated)	104.9	105.7	107.3	103.8	98.0	100.9	95.6	109.8
CCCC(CO)(CO)CO	98.9	101.0	94.1	95.2	105.3	102.4	93.5	97.0
Fc1ccc(Nc2ccc3cc(OCCCN4CCOCC4)ccc3n2)cc1F	59.9	52.8	75.4	8.2*	61.9	49.5	-12.0*	-40.9*
CCCCSc1nc(Nc2ccc(C(C)=O)cc2)c(C#N)c(-c2ccc(F)cc2)n1	109.4	135.7	98.1	92.5	103.4	105.2	94.0	81.9
C[C@@H]1C[C@H]2C(=O)O[C@@H](C)C(NC(=O)[C@H](Cc3cc(F)cc(F)c3)NC(=O)Nc3ccc(C4CC4)cc3F)C(=O)N3CCC[C@H]3C(=O)N3CCCC[C@H]3C(=O)N[C@@H](CO)C(=O)N2C1 (some centres not stated)	17.9	-18.1*	31.2	28.1	39.7	14.9	18.6	33.9
BrC1=C[C@H](c2ccccc2)[C@@H](C2CCCCC2)[C@@]12CCCO2	97.6	98.6	97.7	105.3	106.5	.	104.6	92.3
c1ccc(C(CN2CCCCC2)OCc2cccs2)cc1 (configuration not stated)	101.3	92.7	101.1	100.2	97.0	101.6	98.8	100.7
O=C(CN1CCC(c2ccccc2)CC1)Nn1c(COc2ccccc2)nc2ccccc2c1=O	105.3	109.5	100.0	95.3	100.5	99.8	106.1	89.6
COc1cc(Cl)cc(-c2nn(C(=O)NCCN3CCOCC3)cc2-c2ccncc2)c1	2.4*	27.6	.	29.8	74.2	.	28.1	82.1
COc1ccc(/C=C/c2cccc[n+]2C)cc1	100.3	73.8	.	.	101.9	90.3	100.0	110.7
N#CC1=C(/N=C/c2ccccc2)Oc2c(ccc3ccccc23)C1c1ccccc1 (configuration not stated)	-42.1*	6.4*	.	19.2	19.8	11.0	12.2	19.0
C=C1C(=O)O[C@H]2[C@H]1CC/C(COC(=O)NCC(C)c1ccc(CC(C)C)cc1)=C\CC[C@@]1(C)O[C@@H]21 (some centres not stated)	-88.7*	-64.0*	-24.2*	-2.6*	-8.4*	-35.7*	-18.2*	-62.8*
COC(=O)c1c2c(c(C)[n+]([O-])c1C)C(=O)C(NCc1cccc(OC)c1)=CC2=O	-70.6*	-21.3*	16.3	17.6	3.8*	33.1	13.7	6.0*
O=C(O)Cc1ccccc1[N+](=O)[O-]	105.8	106.4	108.8	94.6	116.5	99.5	116.3	91.4
COc1cccc(-c2cc(-c3ccc(C)s3)c(C#N)c(=O)[nH]2)c1	65.2	105.7	.	108.3	101.2	82.4	73.4	93.6
O=C(O)c1ccccc1-c1ccccc1	106.0	102.1	95.4	108.6	107.0	96.4	112.2	102.7

Three structures already listed, ordered by length of the SMILES, descending:
SMILES	MDA-MB-435	MDA-MB-468	CCRF-CEM	SR	MOLT-4	RPMI-8226	K-562	MDA-MB-231
C=C1C(=O)O[C@H]2[C@H]1CC/C(COC(=O)NCC(C)c1ccc(CC(C)C)cc1)=C\CC[C@@]1(C)O[C@@H]21 (some centres not stated)	-88.7*	-64.0*	-24.2*	-2.6*	-8.4*	-35.7*	-18.2*	-62.8*
c1ccc(C(CN2CCCCC2)OCc2cccs2)cc1 (configuration not stated)	101.3	92.7	101.1	100.2	97.0	101.6	98.8	100.7
O=C(O)c1ccccc1-c1ccccc1	106.0	102.1	95.4	108.6	107.0	96.4	112.2	102.7
